From PubChem
ERb SRC1 inh: blocks coactivator binding to human estrogen receptor beta. TR-FRET ER-beta LBD / SRC1-Cy5 peptide binding; receptor agonist-loaded with 1 µM estradiol. inhibition, % at 25.6 µM. hit rate 1.3% among 86,000;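 active = compounds whose percent inhibition of the receptor-coactivator binding signal exceeds about 50% in the single-dose screen, limit read from the data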;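 note: 0% = receptor plus peptide wells without compound and 100% = peptide-only wells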
ERa coact pot: ER-alpha (human) coactivator binding potentiation; P03372; TR-FRET ERalpha-LBD/SRC-Cy5 coactivator binding, 2 h; 100 = basal binding, no effect; coactivator binding (% of control), % at 25.6 µM; hit rate 1.3% among 86,000; AID 639; in the data active = activity above about 200%;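 note: binding measured in presence of low estradiol as agonist stimulus; 0% = peptide alone without receptor and 100% = receptor with peptide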
Rev-RRE block: disrupts HIV-1 Rev binding to RRE RNA; P05866; Rev peptide-RRE RNA binding, FRET; inhibition, % at 8 µM; hit rate 0.79% among 97,000;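 active = inhibition above the screen-wide mean plus 3 SD, cut at about 35% in these data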;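 note: 0% = median DMSO wells and 100% = median Neomycin B control wells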
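Test system – labelled RRE RNA duplex and labelled Rev peptide · Signal – fluorescein-to-Cy5 FRET, 480 nm excitation · Evaluation – % inhibition of FRET ratio versus controls · Benchmarks – DMSO low control, neomycin B high control · Incubation – 5 min RNA-compound premix plus 15 min binding step, 25 °C · Medium – HEPES pH 7.5 salt buffer with EDTA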
Mac1 fbg inh: CD11b/CD18-fibrinogen binding inhibition | P05107+P11215 | K562 CD11b/CD18 adhesion to fibrinogen, ATPlite luminescence; Mn2+ added to activate the integrin | inhibition, % at 10 µM | hit rate 0.54% among 93,000 | AID 1497;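 active = primary inhibition of 50% or more at 10 µM, then 40% or more on retest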; note: some results filed as inactive read as strong as hits
PLK1 PBD inh: Plk1 (human) PBD binding inhibition. inhibition, %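 (tested at about 20 µM)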. Plk1 PBD phosphopeptide binding, fluorescence polarization. hit rate 0.13% among 97,000; in the data active = inhibition above about 34%, passing the limit was not always enough
FAK blocker: FAK (human) kinase inhibition; hit rate 0.84% among 97,000; Q05397; biochemical FAK kinase activity assay; inhibition, %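 (tested at 7 µM)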; in the data active = inhibition above about 19%;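 note: 0% = DMSO and 100% = reference compound high control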
Target sequence (Q05397 whole entry, looked up): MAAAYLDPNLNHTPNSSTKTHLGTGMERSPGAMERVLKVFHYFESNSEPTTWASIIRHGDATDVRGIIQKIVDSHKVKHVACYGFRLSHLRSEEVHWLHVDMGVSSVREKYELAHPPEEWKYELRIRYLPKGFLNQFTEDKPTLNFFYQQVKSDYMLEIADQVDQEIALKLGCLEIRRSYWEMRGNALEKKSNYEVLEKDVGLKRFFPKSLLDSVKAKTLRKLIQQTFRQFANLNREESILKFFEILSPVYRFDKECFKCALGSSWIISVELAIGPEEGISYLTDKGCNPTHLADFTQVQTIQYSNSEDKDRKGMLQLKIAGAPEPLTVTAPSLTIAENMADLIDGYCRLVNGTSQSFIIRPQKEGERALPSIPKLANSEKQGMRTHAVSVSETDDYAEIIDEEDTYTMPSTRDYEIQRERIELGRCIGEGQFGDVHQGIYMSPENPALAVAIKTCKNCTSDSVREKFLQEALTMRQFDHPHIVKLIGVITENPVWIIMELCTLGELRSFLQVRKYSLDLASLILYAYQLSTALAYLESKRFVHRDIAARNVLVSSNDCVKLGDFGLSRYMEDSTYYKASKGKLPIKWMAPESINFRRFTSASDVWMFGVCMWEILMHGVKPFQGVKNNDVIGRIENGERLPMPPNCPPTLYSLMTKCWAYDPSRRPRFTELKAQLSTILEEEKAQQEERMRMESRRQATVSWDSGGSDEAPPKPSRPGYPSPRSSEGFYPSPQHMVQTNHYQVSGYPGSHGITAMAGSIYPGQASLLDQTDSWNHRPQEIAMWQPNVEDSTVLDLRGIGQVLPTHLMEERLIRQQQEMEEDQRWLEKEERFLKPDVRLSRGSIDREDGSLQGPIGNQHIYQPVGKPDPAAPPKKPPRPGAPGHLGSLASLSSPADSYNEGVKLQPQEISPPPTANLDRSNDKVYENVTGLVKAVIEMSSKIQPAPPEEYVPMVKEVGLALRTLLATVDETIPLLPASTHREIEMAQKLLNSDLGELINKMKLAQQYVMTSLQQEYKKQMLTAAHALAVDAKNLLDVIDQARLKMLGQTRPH
PLK1 kinase inh: blocks human PLK1 kinase activity; AID 619; hit rate 0.53% among 97,000; recombinant PLK1 kinase, TR-FRET peptide phosphorylation; inhibition, % at 10 µM; P53350;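 active = inhibition of 50% or more in the single-concentration screen; inactive = inhibition below 50%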;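 note: 0% = DMSO max control and 100% = H-89 dihydrochloride min control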
CD11b adhes enh: enhancers of human CD11b/CD18 binding to fibrinogen | AID 1499 | K562 CD11b/CD18 adhesion to fibrinogen, ATPlite luminescence | hit rate 0.07% among 93,000 | activation, % at 10 µM | P05107+P11215;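 active = 10 µM primary screen giving 50% or more activity, confirmed by 40% or more on retest at that dose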; note: strong numbers were not always called active
ERa SRC1 inh: blocks coactivator binding to human estrogen receptor alpha; TR-FRET ER-alpha LBD / SRC-1 peptide, estradiol-bound; AID 629; inhibition, % at 25.6 µM; hit rate 1.7% among 86,000; in the data active = inhibition above about 50%;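 note: 0% = receptor plus peptide control and 100% = peptide only without receptor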
* = called active by the depositor; · = no result given; [ ] = remark or other dose. Not a hit list; any-hit rate near 4.7%.

ERb SRC1 inh,ERa coact pot,Rev-RRE block,Mac1 fbg inh,PLK1 PBD inh,FAK blocker,PLK1 kinase inh,CD11b adhes enh,ERa SRC1 inh,canonical_smiles
-3,88,5,-3,21,3,-1,3,-3,CCCCCn1c(N(C)Cc2ccccc2)nc2c1c(=O)[nH]c(=O)n2C
16,106,2,-9,-26,1,-6,-2,8,O=C1Nc2ccc(Br)cc2C1(O)Cc1ccncc1 (stereo not drawn)
-17,89,9,-33,5,2,-9,-5,1,Cc1ccc(OCc2cc(C(=O)Nc3ccccc3)oc2C)cc1
·,·,-2,3,-8,-2,-6,-2,·,CCSc1nnc(-c2ccc(OC)cc2)o1
2,117,-4,1,-13,-7,-2,3,-3,Cc1ccc(NC(=O)CN2CCN(CCN=CC3=C(O)CC(C)(C)CC3=O)CC2)cc1
-11[fluorescence artefact?],113,·,-16,·,·,·,6,-15,COc1nc(OC)nc(N2CCC(C(=O)NCc3ccco3)CC2)n1
-6,122,-2,·,0,-6,0,·,0,COCCN(C(=O)CCC(=O)Nc1ccccn1)C(C(=O)NC1CCCC1)c1ccc(OC)cc1 (stereo not drawn)
41,181[fluorescence artefact?],3,·,26,13,-7,·,49,COc1cccc(C(=O)Nc2cccc(C(=O)NC3=NN(c4c(Cl)cc(Cl)cc4Cl)C(=O)C3)c2)c1
·,·,1,0,6,0,-7,-6,·,COc1cc(-c2ncc3ccccn23)cc(OC)c1OC
-3,88,5,26,5,2,-13,0,7,COC(=O)C1=C(C)N=C2SC(C)C(=O)N2C1/C=C/c1ccccc1 (stereo not drawn)
·,·,5,·,-8,-5,-9,·,·,Cc1ccc(-c2nn(-c3cc(Cl)ccc3[N+](=O)[O-])c(=O)c3ccccc23)cc1C
·,·,0,-4,-26,-4,-8,44,·,COc1ccc(N(C)C(=S)Oc2ccc(C(=O)Nc3ccccc3)cc2)cc1
-3,105,5,-24,-3,-1,-13,-8,-3,Cn1c(COc2ccccc2)nnc1SCC(=O)Nc1ccc(N2CCOCC2)c(Cl)c1
-13,99,6,9,-8,2,-6,1,-28,O=C(Cc1ccc(Br)cc1)N1CCN(c2ccccc2)CC1
-7,106,2,·,-8,-1,9,·,-11,O=c1c2cn[nH]c2[nH]c(=S)n1-c1ccccc1F
3[fluorescence artefact?],110,8,0,-6,-1,-12,0,1[fluorescence artefact?],CC(C)CNc1nc(Oc2ccc(=O)[nH]n2)nc(N(C)C)n1
-16,98,-3,-39,-2,0,-5,4,-5,CCCn1c(C)cc(C(=O)COC(=O)c2c(C)nn(-c3ccccc3)c2C)c1C
-3[fluorescence artefact?],97,4,·,-8,2,-4,·,2,O=C(NCc1ccc2c(c1)OCO2)c1ccc(NS(=O)(=O)c2ccc3c(c2)OCCO3)cc1
6,95,3,-6,-12,1,0,-7,-3,CCOC(=O)C1CCN(C(=O)COc2ccc(Cl)cc2C)CC1
1,91[fluorescence artefact?],-5,-2,12,-1,-11,-3,-4,Cc1cc(C)nc(Nc2n[nH]c(COc3ccc4ccccc4c3)n2)n1
·,·,-2,-10,21,-1,-3,0,·,CN1CCN(c2ccc(NC(=O)CSc3ccccc3)cc2F)CC1
-1,57,5,1,4,3,-12,-1,-1,c1ccc(N2CCN(c3ccccc3)C2c2ccncc2)cc1
0,92,-4,-11,-4,1,3,0,3,CCCCN(CCCC)C(=O)CCS(=O)(=O)c1ccc2c(c1)n(C)c(=O)c(=O)n2C
·,·,13,·,-2,7,-7,·,·,Cc1cc(C)cc(N(C(=O)C(F)(F)F)C(C(=O)NC2CCCCC2)c2cccs2)c1 (stereo not drawn)
-3[fluorescence artefact?],138,-4,-12,18,-3,-5,2,-2[fluorescence artefact?],CC[C@H](C)[C@H](NS(=O)(=O)c1ccc(C)cc1)C(=O)N1CCC(C(=O)N[C@@H](C)C(=O)O)CC1

Reprinted at random: 4 records from the list, in no set order.
ERb SRC1 inh,ERa coact pot,Rev-RRE block,Mac1 fbg inh,PLK1 PBD inh,FAK blocker,PLK1 kinase inh,CD11b adhes enh,ERa SRC1 inh,canonical_smiles
·,·,5,·,-8,-5,-9,·,·,Cc1ccc(-c2nn(-c3cc(Cl)ccc3[N+](=O)[O-])c(=O)c3ccccc23)cc1C
2,117,-4,1,-13,-7,-2,3,-3,Cc1ccc(NC(=O)CN2CCN(CCN=CC3=C(O)CC(C)(C)CC3=O)CC2)cc1
·,·,0,-4,-26,-4,-8,44,·,COc1ccc(N(C)C(=S)Oc2ccc(C(=O)Nc3ccccc3)cc2)cc1
-3[fluorescence artefact?],97,4,·,-8,2,-4,·,2,O=C(NCc1ccc2c(c1)OCO2)c1ccc(NS(=O)(=O)c2ccc3c(c2)OCCO3)cc1

Copied from the list:
CCCCN(CCCC)C(=O)CCS(=O)(=O)c1ccc2c(c1)n(C)c(=O)c(=O)n2C in ERa coact pot has 92
COc1nc(OC)nc(N2CCC(C(=O)NCc3ccco3)CC2)n1 in ERa SRC1 inh has -15
O=C1Nc2ccc(Br)cc2C1(O)Cc1ccncc1 (stereo not drawn) in CD11b adhes enh has -2

The listing continues.
ERb SRC1 inh,ERa coact pot,Rev-RRE block,Mac1 fbg inh,PLK1 PBD inh,FAK blocker,PLK1 kinase inh,CD11b adhes enh,ERa SRC1 inh,canonical_smiles
4[fluorescence artefact?],111,5,-6,4,-5,-5,-1,2,CCCCNC(=O)c1cc2n(n1)C(C(F)(F)F)CC(c1ccccc1)N2 (stereo not drawn)
2,117,2,-3,-11,-6,2,-2,1,CCCCOC(=O)C(C)Oc1ccc(=O)n(-c2ccccc2)n1 (stereo not drawn)
1[fluorescence artefact?],93,5,6,18,1,6,1,0,CCOC(=O)c1cc(S(=O)(=O)NC2CCN(C(=O)OCC)CC2)cn1C
6[fluorescence artefact?],103,4,8,0,1,-9,-2,3[fluorescence artefact?],CCc1nc2ccccc2c(C(=O)O)c1C
·,·,5,-8,-35,3,-13,-1,·,O=C(O/N=C/c1cccc([N+](=O)[O-])c1)C1CC1
-3,114[fluorescence artefact?],·,0,·,·,·,-3,-5,CC1(C)Oc2ccc(C(=O)N3CCOCC3)cc2N(CC(=O)Nc2ccccc2)C1=O
-2,130,5,·,5,-1,-13,·,0,CN(C)CCCN1C(=O)C(=O)/C(=C(/O)c2ccc3c(c2)OCO3)C1c1cccnc1 (stereo not drawn)
3,100[fluorescence artefact?],·,-5,·,·,·,4,-5,COc1ccc(Br)cc1C1NC(=O)c2c(sc3c2CCN(C)C3)N1 (stereo not drawn)
5[fluorescence artefact?],97,6,13,-6,1,-7,1,5,COc1cc(C(=S)N2CCCC2)ccc1O
-5,114,14,5,12,-1,-8,-4,-15,O=C(O)c1ccc(NC(CSCc2ccc(F)cc2)C(=O)O)c([N+](=O)[O-])c1 (stereo not drawn)
37[fluorescence artefact?],111[fluorescence artefact?],4,-2,7,4,-1,6,55*,CN(C)S(=O)(=O)N(CC(=O)N(Cc1ccccc1)Cc1ccccc1)c1ccccc1
·,·,-3,2,-9,0,1,1,·,Cc1cccc(C)c1NC(=S)NN1CCN(C)CC1
·,·,-1,11,29,4,48,-3,·,CC(C)CNC(=S)NNC(=O)c1csc2ccccc12
1,108,5,0,-22,2,0,0,-3,CCCCN(C)C(=O)C1CCN(Cc2ccccn2)CC1
-16,98,11,-5,3,0,-8,0,5,COc1ccc(C(=O)c2ccc(Cl)cc2)cc1
-9,117,5,·,-17,-1,-9,·,2,CCN1CCN(C(=O)C2(NC(=O)Nc3cccc(F)c3)CCCCC2)CC1
·,·,1,-1,16,4,-6,-10,·,COc1cc(C(=O)N(Cc2ccco2)Cc2cc3ccccc3[nH]c2=O)cc(OC)c1OC
·,·,46*,1,-13,0,-10,0,·,COC(=O)c1c(C)c2c(C)cc3ccccn3c-2c1C(=O)OC
-2,106,3,-3,-10,0,-12,-2,1,CCOC(=O)C1CCN(C(=O)Cc2cccs2)CC1
-2,122,8,-20,15,8,-1,-1,-4,CCc1nnc(NC(=O)c2ccc(S(=O)(=O)N(CCOC)CCOC)cc2)o1
-2,204*,·,-3,·,·,·,2,-16,COc1cccc(NC2SC(=O)N(c3ccccc3)C2=O)c1 (stereo not drawn)
-3,118,4,6,-38,-5,1,0,3,Cn1c(Cl)cnc1C(O)c1ccccc1 (stereo not drawn)
6[fluorescence artefact?],121[fluorescence artefact?],-2,-5,0,-8,0,-1,1[fluorescence artefact?],O=C(NC(Cc1c[nH]c2ccccc12)C(=O)O)c1ccccc1 (stereo not drawn)
-10,104,·,20,·,·,·,-2,-12,CCCn1c(C)cc(C(=O)COC(=O)c2ccc(Cl)c(S(=O)(=O)N3CCCC3)c2)c1C
·,·,3,·,-29,-2,-11,·,·,Cc1ccc(C(=O)Nc2c(C#N)c(C)c(C)n2Cc2ccccc2)cc1
-6,88[fluorescence artefact?],2,-6,9,-2,-6,17,14,Cc1ccc2cc(C(c3nnnn3C3CCCC3)N3CCOCC3)c(=O)[nH]c2c1C (stereo not drawn)
-9,139,10,4,-13,0,-2,-4,-4,COCCNC(=O)Cn1cnc2c1c(=O)n(C)c(=O)n2C
·,·,9,·,-6,-1,-12,·,·,N#Cc1cc(N)ccc1Sc1ccccc1
-5,91,1,·,12,-1,-7,·,4,CC12COC3(C(=O)Nc4ccc(Cl)cn4)CC1CCC32C (stereo not drawn)
·,·,12,·,13,-1,-6,·,·,CCOC(=O)c1c(NC(=O)Cn2nc([N+](=O)[O-])c(Br)c2C)sc2c1CCC(C)C2 (stereo not drawn)
6[fluorescence artefact?],116,0,4,24,1,1,-5,-1,O=C(NCc1ccc2c(c1)OCO2)C1CC(=O)N(CCc2ccccc2)C1 (stereo not drawn)
-2,111,4,-10,24,1,54*,-1,-1,Cc1cc(-c2ccccc2)n2ncc(C#N)c2n1
·,·,5,·,23,0,-5,·,·,CCOC(=O)C1(S(=O)(=O)c2ccc(Cl)cc2)CCN(Cc2ccc(Cl)cc2)CC1
11,94,4,·,-11,-3,-7,·,20,O=C(Nc1ccc2c(c1)nc1n2CCSC1)c1ccccc1
4,90,-3,-3,-19,0,1,-1,2[fluorescence artefact?],CC1CCCN(c2nc3c(c(=O)n(C)c(=O)n3C)n2CCSc2nc3ccccc3s2)C1 (stereo not drawn)
·,·,3,·,-1,8,-5,·,·,CCN(CC)c1ccc2c(Cl)cc(=O)oc2c1
-9[fluorescence artefact?],116,6,-32,-19,0,-11,0,-9,O=C(c1ccco1)N1CCN(C2CC(=O)N(c3ccc4c(c3)OCO4)C2=O)CC1 (stereo not drawn)
-17,128,4,0,-15,5,-11,-2,0,Cc1cc(N)n2ncc(-c3ccccc3)c2n1
-2,103,·,6,·,·,·,-1,-2,CCn1nnc(NC(=O)c2ccc(C(C)(C)C)cc2)n1
·,·,7,2,0,-5,1,4,·,CS(=O)(=O)N(CC(=O)Nc1cccc(F)c1)c1cccc([N+](=O)[O-])c1
-5[fluorescence artefact?],127,·,-8,·,·,·,3,1[fluorescence artefact?],CC(C)CC(NC(=O)C1CCC(C)CC1)C(=O)Nc1cccnc1 (stereo not drawn)
-6,102,4,·,-4,0,-4,·,1,Cc1cc(NC(=O)C2CCN(S(=O)(=O)Cc3ccccc3)CC2)ccc1-n1cnnn1
·,·,9,·,5,1,0,·,·,CCn1c2ccccc2c2cc(NC(=O)C(C)Oc3ccc(OC)cc3)ccc21 (stereo not drawn)
8,85,4,-10,-17,5,-9,-4,12,CCOC(=O)C1=C(C)NC2=C(C(=O)C(C(=O)OCC)C(c3ccc(OC)cc3)C2)C1c1ccccn1 (stereo not drawn)
-9,101[fluorescence artefact?],0,-13,10,-1,-1,-1,3,CCOC(=O)N1CCN(c2c(Nc3cc(C)[nH]n3)c(=O)c2=O)CC1
·,·,6,·,12,3,-8,·,·,NC(=O)c1ccccc1OCC(=O)O
